Epigenetic reg – epigenetic control regulation, reporter derepression; murine LDR cells, GFP reporter derepression, 30 h; Potency, µM (series often up to 53.9 µM), inactives show top-dose GFP activation, actives largely listed as activators; 280,000 tested, 0.2% active; AID 1865; active = well fitted activation curve with a large enough effect; inconclusive = small, poorly fitted or top-dose-only effect; also: % of control where 0% means no effect; nearly all actives have a fitted effect of over 60% in size
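Derepression of a silenced CMV-GFP reporter in murine LDR cells is scored by enumerating GFP-positive cells with a laser-scanning microplate cytometer after 30 hours of treatment at 37 C.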
* marks the source's active call; other numbers are inactive results; ? = inconclusive. Potency is read from the fitted curve at half-maximal effect. An excerpt, so the mix of outcomes need not match the whole.

SMILES | Epigenetic reg
COC(=O)c1ccc(NC(=O)CC2C(=O)N(c3ccc(Cl)cc3)C(=O)N2Cc2cccs2)cc1 (stereo unspecified) | -3.4%
COc1cccc(NC(=O)CCc2nnc3n(CC(C)C)c(=O)c4ccccc4n23)c1 | 1.1%
COc1cccc(-c2nnc(SCC(=O)N3CCCCC3)o2)c1 | -0.4%
CCOc1ccc(C2c3c(oc4ccc(C)cc4c3=O)C(=O)N2Cc2ccc3c(c2)OCO3)cc1OC (stereo unspecified) | 1.0%
Cc1cc(C)cc(N(CC(=O)NCCc2ccc(Cl)cc2)S(=O)(=O)c2c(C)noc2C)c1 | 1.4%
COC(=O)CC1Oc2ccccc2-n2cc(-c3ccccc3)nc21 (stereo unspecified) | 0.0%
O=C(CSc1ncc(S(=O)(=O)c2ccc(Br)cc2)c(=O)[nH]1)NCc1ccc(Cl)cc1 | 1.7%
Cc1ccc(NC(=O)C2CCN(c3nc4ccccc4nc3C(F)(F)F)CC2)cc1F | -5.4%
COC(=O)c1c(NC(=O)COc2ccc(Cl)cc2)sc(C)c1C | 2.0%
Oc1ccccc1-c1nc(/C=C/c2ccccc2Cl)no1 | -1.0%
Cc1ccc(CCNC(=O)Cn2ncc3c(=O)oc4ccccc4c32)cc1 | 1.4%
Cc1ccc2c(=O)cc(C(=O)Nc3sc4c(c3C(=O)NCc3ccco3)CCC4)oc2c1C | 0.0%
CCC(C)NC(=O)Cn1c(=O)n(-c2ccc(Cl)cc2)c(=O)c2c3c(sc21)CCCC3 (stereo unspecified) | -1.8%
Cc1cc(C)cc(OCCSc2nc(-c3cccs3)nc3cc(=O)[nH]n23)c1 | 0.7%
O=C1CN(C(=O)C2CCCCC2)C(c2ccccc2)c2cc(F)ccc2N1 (stereo unspecified) | 3.9%
CCC(=O)N1CCc2cc(S(=O)(=O)CCC(=O)N3CCN(c4cccc(C)c4)C(C)C3)ccc21 (stereo unspecified) | -0.9%
COC(=O)c1ccccc1NC(=O)c1cc2nc(-c3ccc(OC)cc3)cc(C(F)(F)F)n2n1 | 0.0%
COc1ccc(Cl)cc1S(=O)(=O)Nc1ccc2c(c1)n(C)c(=O)n2C | 0.0%
COc1cc(C(=O)Nc2nc3nc(-c4ccccc4)cc(=O)n3[nH]2)cc(OC)c1OC | -0.2%
COc1ccc2c(CNC3CCCCCC3)c(C(=O)O)n(Cc3ccccc3F)c2c1 | 1.1%
CCc1ccc(NC(=O)C2CCN(S(=O)(=O)c3c(C)noc3/C=C/c3ccco3)CC2)cc1 | ?
CCOC(=O)c1c(C)c(-c2ccccc2)n(CC(=O)Nc2cccc(F)c2)c1C | 0.0%
COc1cc2c(cc1OC)n(CC(=O)Nc1ccccc1)c(=O)n1nc(-c3ccccc3)nc21 | 1.8%
CC(C)(C)C1CCc2c(sc(NC(=O)c3ccncc3)c2C(=O)Nc2ccccc2Cl)C1 (stereo unspecified) | 2.9%
COc1cc2nc(SCc3cccc(Cl)c3)n3nc(CCn4nc(C)cc4C)nc3c2cc1OC | 2.1%
CC(=O)c1cccc(Nc2nn(-c3ccc(OC(F)(F)F)cc3)nc2C(C)=O)c1 | 2.9%
Cc1cc(NC(=O)c2ccc(-c3ccc(Br)cc3)o2)cc(-c2nc3ncccc3o2)c1O | 3.2%
CCc1cccc(-n2nnc(-c3nsc(NC(=O)c4cccc(OC)c4)n3)c2C)c1 | -2.7%
Cc1ccc(S(=O)(=O)c2cn(CC(=O)Nc3ccc(C)c(Cl)c3)c3ccc(C)cc3c2=O)cc1 | -1.8%
Cc1ccc(F)c(NC(=O)Nc2ccc3snnc3c2)c1 | 3.9%

Part of the list above in another layout:
SMILES: Cc1cc(C)cc(OCCSc2nc(-c3cccs3)nc3cc(=O)[nH]n23)c1
  Epigenetic reg = 0.7%

SMILES: CCC(=O)N1CCc2cc(S(=O)(=O)CCC(=O)N3CCN(c4cccc(C)c4)C(C)C3)ccc21 (stereo unspecified)
  Epigenetic reg = -0.9%

SMILES: COc1ccc(Cl)cc1S(=O)(=O)Nc1ccc2c(c1)n(C)c(=O)n2C
  Epigenetic reg = 0.0%

(next part)
SMILES | Epigenetic reg
O=C(Nc1cccc(F)c1)[C@@H](c1ccccc1)N1Cc2ccccc2C1=O | 0.0%
COc1ccc2c(CNCCc3ccc(SC)cc3)c(C(=O)O)n(Cc3ccc(F)cc3)c2c1 | 1.6%
CCOC(=O)c1cnc2ccc(C)cc2c1Nc1ccc(N(CC)CC)cc1 | -1.5%
Cc1nnc(N2CCN(c3ccccc3F)CC2)c2c1nnn2Cc1ccccc1Cl | -3.0%
CN1C(=O)Cc2cc(S(=O)(=O)CCC(=O)N3CCN(c4ccccc4F)CC3)ccc21 | 12.6%
O=C(Cn1ncc2c3ccccc3n(Cc3cccc(Cl)c3)c2c1=O)NCCC1=CCCCC1 | 1.2%
Cc1ccc(N2CCN(C(=O)c3cc4cc5ccc(C)cc5nc4s3)CC2C)cc1 (stereo unspecified) | 4.1%
Cc1c(C(=O)N(Cc2ccccc2F)C2CCS(=O)(=O)C2)oc2ccc(F)cc12 (stereo unspecified) | -1.9%
CCCn1c(=O)c2sccc2n2c(CCCC(=O)NC3CCCCC3)nnc12 | 13.9%
CCn1c(=O)sc2cc(NS(=O)(=O)c3ccc(F)c(C)c3)ccc21 | 4.0%
Cc1ccccc1Cn1c(=O)n(CCc2ccccc2)c(=O)c2c(C)c(C)sc21 | -1.8%
Cc1ccc(-n2c(=O)c3c(c4cc(C)ccc4n3C)n(CC(=O)Nc3ccc(F)cc3)c2=O)cc1 | 1.3%
Cc1cccc(C)c1NC(=O)CSc1ncc2c(n1)-c1ccc(Cl)cc1N(Cc1ccccc1)S2(=O)=O | 4.3%
CC(=O)Nc1nc2n(n1)C(c1ccc(F)cc1)C=C(c1ccc(Cl)cc1)N2 (stereo unspecified) | -5.0%
COc1cc(NC(=O)CSc2cc(=O)n(C)c3ccccc23)cc(OC)c1OC | -0.2%
COc1ccc(CC(=O)N2CC(=O)Nc3ccc(Br)cc3C2c2ccc(F)cc2)cc1OC (stereo unspecified) | -6.8%
CSc1nnc2c(n1)OC(c1cccc(O)c1Cl)Nc1ccccc1-2 (stereo unspecified) | 0.1%
Cc1nn2c(=O)cc(CN(C)c3ccccc3)nc2s1 | -1.7%
CCOc1ccc(CCNC(=O)c2cc3c(=O)n(C)c4ccccc4c3n2C)cc1OCC | 0.0%
COCCCNC(=O)Cn1c(=O)n(-c2ccc(Cl)cc2)c(=O)c2c3c(sc21)CCCCC3 | -0.7%
CCCNC(=O)C1CCN(c2cc(C)nc3c(-c4ccc(OC)c(OC)c4)c(C)nn23)CC1 | -1.1%
COc1ccccc1CCNC(=O)Cc1c(C)c2c(cc(C)c3c(C)coc32)oc1=O | -2.6%
Cc1ccc(S(=O)(=O)c2cn(Cc3ccccc3F)c3cc4c(cc3c2=O)OCO4)cc1 | -2.0%
CCOC(=O)c1ccc(NC(=O)CCc2c(C)nc3nc[nH]n3c2=O)cc1 | 0.8%
COc1ccc(OC)c(NC(=O)c2ccc3c(SCC(=O)O)c4c(nc3c2)CCCC4)c1 | 0.8%
Cc1ccc(C(=O)NCCSc2c(C)[nH]c3ccccc23)cc1C | 6.1%
COc1ccc(NC(=O)CCSc2nc(-c3ccc(OC)cc3)cc(C(F)(F)F)n2)cc1 | -1.0%
CN(C)S(=O)(=O)N1CCC(n2c(C(F)(F)F)nc3cccnc32)CC1 | -0.4%
COc1ccccc1Nc1nn2c(=O)c3ccc(C(=O)NCCCOC(C)C)cc3nc2s1 | -0.1%
N#Cc1cc2c(=O)n3ccccc3nc2n(-c2nnc(SCc3ccc(F)cc3)s2)c1=O | 2.7%

Laid out differently: three of the compounds above
| SMILES | Epigenetic reg |
| --- | --- |
| Cc1ccc(S(=O)(=O)c2cn(Cc3ccccc3F)c3cc4c(cc3c2=O)OCO4)cc1 | -2.0% |
| COc1ccc(NC(=O)CCSc2nc(-c3ccc(OC)cc3)cc(C(F)(F)F)n2)cc1 | -1.0% |
| COc1ccc(OC)c(NC(=O)c2ccc3c(SCC(=O)O)c4c(nc3c2)CCCC4)c1 | 0.8% |

(cont.)
SMILES | Epigenetic reg
Cc1ccc2c(=O)cc(C(=O)Nc3sc4c(c3C(=O)NCC3CCCO3)CCCC4)oc2c1C (stereo unspecified) | -1.9%
Cc1ccc(NC(=O)Cn2cc3c(n2)CCC(C)C3)cc1C (stereo unspecified) | -4.5%
CCCCOC(=O)c1ccc(NC(=O)CSc2nc3c(c(=O)[nH]2)CCCC3)cc1 | 3.5%
CC(C)(C)c1ccc(C(=O)Nc2cc(-c3nc4ccccc4o3)ccc2Cl)cc1 | 7.1%
CCc1cc2c(cc3c(=O)n(CC(=O)NCCOC)nc(CC)n32)s1 | 0.0%
Cn1c(=NC(=O)c2ccc(S(=O)(=O)N3CCCc4ccccc43)cc2)sc2cc(F)ccc21 | -1.6%
COc1ccc(CCNC(=O)c2nc(SCc3ccc(F)cc3)ncc2Cl)cc1OC | -1.4%
O=C(Nc1nc2ccc(F)cc2s1)c1nc(SCc2ccccc2F)ncc1Cl | -1.8%
Cc1ccc(Cl)cc1NC(=O)C(NS(=O)(=O)c1ccc2c(c1)CCC(=O)N2)c1ccccc1 (stereo unspecified) | 0.0%
COc1ccc(Cl)cc1NC(=O)Cn1nnc(C(=O)NCc2ccc3c(c2)OCO3)c1N | 0.9%
COc1ccc(Cn2c(=O)n(-c3ccc(F)c(Cl)c3)c(=O)c3c2c2cc(OC)ccc2n3C)cc1 | 0.4%
O=S(=O)(c1ccc2nc(N3CCN(c4ccccc4F)CC3)ccc2c1)N1CCCCC1 | 6.8%
COc1ccc(NC(=O)Cn2c(=O)n(Cc3ccco3)c(=O)c3sc4ccccc4c32)cc1Cl | ?
Cc1cccc(NC(=O)CSc2nc3c(oc4ccccc43)c(=O)n2Cc2ccco2)c1 | -1.1%
Cc1cccc(N(C)C(=O)Cn2c(=O)oc3cc(S(=O)(=O)N4CCCCC4)ccc32)c1 | 1.1%
CCn1cc(C(=O)NCc2ccccc2)c(=O)c2cc(S(=O)(=O)N3CCc4ccccc4C3)ccc21 | -2.5%
CC(=O)N1CCc2cc(Br)cc(S(=O)(=O)N3CCC(C(=O)N(C)c4cc(C)ccc4C)CC3)c21 | -1.8%
CCOC(=O)N1CCN(C(=O)Cn2ncc3c4ccccc4n(Cc4ccc(F)cc4)c3c2=O)CC1 | -4.3%
O=C(NCc1nc2ccccc2[nH]1)c1cccc(Cl)c1 | 0.0%
COc1cccc2cc(-c3nc(-c4ccccc4F)no3)c(=O)oc12 | 4.1%
COc1ccc(C(Nc2ccccn2)c2ccc3ccc(C)nc3c2O)cc1C (stereo unspecified) | 1.8%
COc1ccc(C(=O)Oc2cc(-c3ccc(OC)c(OC)c3)cc(=O)c3c(C)oc(C)c23)cc1 | 1.9%
CC(C)(C)c1ccc(-c2nc3cc(NC(=O)c4cc5ccccc5o4)ccc3o2)cc1 | 1.6%
CCN(C(=O)Cn1ncc2c1-c1cc(C)ccc1OC2)c1cc(Cl)ccc1OC | 0.0%
COc1cc(OC)cc(C(=O)Nc2cc3nn(-c4ccccc4)nc3cc2Cl)c1 | 12.9%
CCOc1ccc(NC(=O)Cn2c(=O)n(-c3cccc(OC)c3)c(=O)c3c4c(sc32)CCCC4)cc1 | -0.9%
Cc1ccc(NC(=O)CCCn2nc(C)c3c(C)n(-c4ccccc4)nc3c2=O)c(Cl)c1 | -1.3%
CCS(=O)(=O)N1CCc2cc(C(=O)NCc3ccc(C)cc3)ccc21 | -2.6%
O=C(Cc1ccc(F)cc1)N1CCC(c2nc3c(nnn3Cc3ccc(F)cc3)c(=O)[nH]2)CC1 | 10.3%
COC(=O)C1=C(C)N(C(C)C)C(=O)C1(NC(=O)c1ccccc1OC)C(F)(F)F (stereo unspecified) | -1.1%
O=C(COc1ccc2oc3c(c2c1)CCCC3)Nc1cccc(Br)c1 | -0.3%
COc1cc(NC(=O)CCc2c(C)nc3cc(-c4ccccc4)nn3c2C)cc(OC)c1OC | -1.1%
C#CCOc1c(Br)cc(C2C(C(=O)OC)=C(C)NC3=C2C(=O)c2ccccc23)cc1OCC (stereo unspecified) | 1.3%
Cc1cccc(CSc2cn(CC(=O)N3CCCCC3)c3ccccc23)c1 | 3.7%
CC(=O)c1ccc(NC(=O)c2cc(S(=O)(=O)N3CCOCC3)ccc2C)cc1 | -2.4%
CCCCCN1C(C(=O)c2ccccc2)=C(NC(C)=O)c2ccccc2S1(=O)=O | -0.1%
Cc1cc(C)c2c(NC(=O)c3ccccc3Cl)c(C(=O)Nc3ccc(C)c(C)c3)sc2n1 | ?
Cn1nc(-c2ccccc2F)c2cc(C(=O)N3CCN(c4ccc(F)cc4)CC3)sc21 | -1.9%
Cc1cccc(N(Cc2cc3ccccc3[nH]c2=O)C(=O)c2cccc(Cl)c2)c1 | 6.4%
CC(C)c1ccc(C(=O)Nc2ccc(-c3nc4ccccc4s3)c(Cl)c2)cc1 | 3.7%
COc1ccc(NC(=O)CCn2c(=O)c3cccn3c3cccnc32)cc1Cl | ?
COCCNC(=O)CCCn1c(SCC(=O)Nc2cccc(C)c2)nc2c(sc3ccccc32)c1=O | 0.0%
O=C(c1ccc2c(c1)N(Cc1ccccc1)C(=O)c1ccccc1S2(=O)=O)N1CCc2ccccc21 | 0.0%
Cn1nc(-c2ccc(N3CCCCC3)c(NC(=O)c3ccc(Cl)cc3)c2)c2ccccc2c1=O | 5.8%

Copied from the list:
Cc1cccc(NC(=O)CSc2nc3c(oc4ccccc43)c(=O)n2Cc2ccco2)c1 @ Epigenetic reg: -1.1%
COc1cc(C(=O)Nc2nc3nc(-c4ccccc4)cc(=O)n3[nH]2)cc(OC)c1OC @ Epigenetic reg: -0.2%
CN1C(=O)Cc2cc(S(=O)(=O)CCC(=O)N3CCN(c4ccccc4F)CC3)ccc21 @ Epigenetic reg: 12.6%
Cc1ccc(F)c(NC(=O)Nc2ccc3snnc3c2)c1 @ Epigenetic reg: 3.9%
CC(C)(C)C1CCc2c(sc(NC(=O)c3ccncc3)c2C(=O)Nc2ccccc2Cl)C1 (stereo unspecified) @ Epigenetic reg: 2.9%
Cc1cccc(N(Cc2cc3ccccc3[nH]c2=O)C(=O)c2cccc(Cl)c2)c1 @ Epigenetic reg: 6.4%

Screening data from PubChem.
